Screens as filed in PubChem BioAssay.
D3 antag: antagonists of human D3 dopamine receptor | D3R cells, DiscoveRx beta-arrestin luminescence, antagonist mode; active compounds read low | max response, negative = inhibition, % | 2.5% of 360,000 active | AID 652054; in the data active means max response below about -50%; inconclusive means no clear call, values can overlap the other calls; further: on the % scale 0 is the no-effect control and ±100 the full control effect; mostly tested at two doses, the higher about 12 µM
Target sequence (P35462 whole entry, looked up): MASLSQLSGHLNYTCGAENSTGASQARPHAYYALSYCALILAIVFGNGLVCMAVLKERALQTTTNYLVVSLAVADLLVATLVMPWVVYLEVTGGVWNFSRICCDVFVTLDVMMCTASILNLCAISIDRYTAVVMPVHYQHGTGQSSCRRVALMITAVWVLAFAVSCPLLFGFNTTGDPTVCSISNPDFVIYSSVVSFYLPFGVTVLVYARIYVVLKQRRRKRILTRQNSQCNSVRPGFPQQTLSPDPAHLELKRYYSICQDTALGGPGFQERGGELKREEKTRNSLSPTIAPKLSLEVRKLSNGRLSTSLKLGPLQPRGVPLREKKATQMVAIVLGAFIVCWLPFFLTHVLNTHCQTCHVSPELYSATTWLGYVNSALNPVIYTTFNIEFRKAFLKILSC
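Cells expressing the human receptor were seeded at 1500 cells/well, incubated overnight at 37 degrees C in 5% CO2, then exposed to library compounds with dopamine controls for 90 minutes at 37 degrees C before luminescent detection.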
HT1080 IDH1KD tx: kills HT-1080 cells with IDH1 knockdown | HT-1080 IDH1 knockdown viability, ATP luminescence, 48 h | Potency, µM (titrated, usually from 46.1 µM), for inactives: top-dose activity, negative = toxicity, most hits filed as cytotoxic | 2% of 360,000 active | AID 686971;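 further: potency means the concentration at half of the fitted maximal effect; 0% = DMSO wells and -100% = cell-free medium wells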
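IDH1KD HT-1080 cells, 750/well, RPMI + 5% FBS; compound pinned after 2 h settling; 48 h, 37 °C; CellTiter-Glo luminescence; % activity normalised to DMSO and no-cell wells; curves fitted, classed by r2 and efficacy.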
IL-1B inflam inh: blocks inflammasome-driven IL-1 beta release. 4.7% of 360,000 active. THP-1 LPS/ATP IL-1B secretion, AlphaLISA, 16 h; active compounds read low. AID 743279. activity change, % at 57.5 µM; in the data active means activity change below about -50%; inconclusive means mostly about -30% to -49%; further: on the % scale 0 is the no-effect control and ±100 the full control effect
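THP-1 cells pretreated 1 hr with compounds (up to 57.5 uM final), then stimulated with LPS (250 ng/mL final) plus ATP (1.25 mM final); secreted IL-1B measured by AlphaLISA after 16 hr, decreased signal indicating inhibition.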
GLP-1R agonist: activates the human GLP-1 receptor; HEK293 GLP-1R CRE-luciferase, luminescence, 4-6 h; cells express a hypersensitive GLP-1R form; Potency, µM (highest dose often 45.6 µM), inactives show at the top dose activation, actives largely listed as activators; 0.007% of 380,000 active; further: potency means the concentration at half of the fitted maximal effect; % of control where 0% means no effect
Target sequence (P43220 whole entry, looked up): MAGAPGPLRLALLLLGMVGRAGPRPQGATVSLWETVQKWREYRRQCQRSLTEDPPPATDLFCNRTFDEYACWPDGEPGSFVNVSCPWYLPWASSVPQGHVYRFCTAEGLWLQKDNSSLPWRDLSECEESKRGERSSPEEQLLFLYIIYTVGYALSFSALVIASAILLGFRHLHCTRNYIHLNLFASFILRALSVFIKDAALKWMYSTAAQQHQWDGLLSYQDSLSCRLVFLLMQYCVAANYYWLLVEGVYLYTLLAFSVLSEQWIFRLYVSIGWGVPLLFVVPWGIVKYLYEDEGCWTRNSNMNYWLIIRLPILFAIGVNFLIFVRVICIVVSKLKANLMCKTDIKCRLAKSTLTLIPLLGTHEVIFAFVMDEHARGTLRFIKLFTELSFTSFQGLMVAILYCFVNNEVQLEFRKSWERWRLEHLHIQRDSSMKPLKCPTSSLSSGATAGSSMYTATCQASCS
D3 ag: activates the human D3 dopamine receptor | P35462 | D3R DiscoveRx beta-arrestin cells, luminescence, 90 min | max activation, % | 0.58% of 410,000 active | AID 652048; in the data active means max activation above about 30%; further: 0% is about no effect; mostly tested at two doses, the higher about 12 µM
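Agonist-mode cell screen: cells plated at 1500/well and incubated overnight at 37 °C, then exposed to library compounds for 90 min at 37 °C. Detection reagent was added for 30–60 min at room temperature, and luminescence was read.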
HT1080-NT tox: kills 2HG-producing HT-1080-NT fibrosarcoma cells | Potency, µM (titrated, usually from 46.1 µM), without a hit: top-dose activity, negative = less viability, usual class: cytotoxic | HT-1080-NT fibrosarcoma viability, CellTiter-Glo ATP luminescence, 48 h | 1.6% of 360,000 active;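 further: NT is the 2HG producing partner of a matched IDH1 knockdown line; potency means the concentration at half of the fitted maximal effect; 0% = DMSO-treated cells and -100% = media-only wells without cells; nearly all actives have a fitted effect of over 55% in size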
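HT-1080-NT; 750 cells/well; 5% FBS RPMI; 48 h compound, 37 degrees C; CellTiter-Glo luminescence; curve fitting and curve-class assignment.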
KB-3-1 cytotox: KB-3-1 parental cell cytotoxicity | 1.4% of 400,000 active | Potency, µM (series often up to 46.1 µM), for the others: top-dose activity change, negative = cytotoxic, hits mostly cytotoxic | KB-3-1 viability, CellTiter-Glo ATP luminescence, 72 h | AID 1347075; further: potency means the concentration at half of the fitted maximal effect; on the % scale 0 is the no-effect control and ±100 the full control effect; nearly all actives have a fitted effect of over 60% in size
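Here the drug-naive KB-3-1 line serves as comparator for MDR sub-line selectivity; cells received compound titrations, 72 h at 37 °C, then CellTiter-Glo readout.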
SW480 rerep: inducers of DNA re-replication in SW480 colon cancer cells. 1.8% of 340,000 active. AID 624297. SW480 DNA re-replication, Hoechst DNA content imaging, 48 h. Potency, µM (top dose mostly 46.1 µM), inactives show top-dose re-replication activation, actives largely listed as activators; further: potency means the concentration at half of the fitted maximal effect; % of control where 0% means no effect; nearly all actives have a fitted effect of over 55% in size
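Cells (250 per well) received 23 nL compound or DMSO by pin tool and were kept 48 hr at 37 C, 5% CO2. Nuclei were then stained with Hoechst for 40 min and scanned for DNA content.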
KB-V1 MDR tox: KB-V1 MDR subline cytotoxicity | KB-V1 MDR cells viability, CellTiter-Glo, 72 h | Potency, µM (doses to about 46.1 µM), for inactives: top-dose activity change, negative = cytotoxicity, usual class: cytotoxic | 3.4% of 400,000 active | AID 1347076; further: potency means the concentration at half of the fitted maximal effect; on the % scale 0 is the no-effect control and ±100 the full control effect; nearly all actives have a fitted effect of over 60% in size
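Cells of the MDR subline KB-V1 are plated, dosed with compound at multiple concentrations, and incubated 72 h at 37 degrees C; CellTiter-Glo is then added and luminescence read after 10 min.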
* hit, by the source's call; ? = inconclusive; nt = no result given; & = joins results of further samples; [ ] = remark or other dose. Unless noted, the call rests on the fitted dose curve; in most records, active means well fitted curve in the direction sought with a large enough effect; inconclusive means small, poorly fitted or top-dose-only effect, or another doubt; inactive means no such curve, though single readings can be large; an effect the other way counts as inactive or inconclusive.

SMILES	D3 antag	HT1080 IDH1KD tx	IL-1B inflam inh	GLP-1R agonist	D3 ag	HT1080-NT tox	KB-3-1 cytotox	SW480 rerep	KB-V1 MDR tox
C[C@H](NC(=O)c1ccc(Cl)cc1)C(=O)NCCc1ccc(S(N)(=O)=O)cc1	-27	10%	-2	7%	-18	4%	18%	-4%	?
Cc1c(C(=O)O)cccc1-n1c(C)cc(/C=C(/C#N)C(=O)NCc2ccccc2)c1C	-21	1%	-2	4%	13	3%	-18%	-2%	13%
CCOC(=O)N1CCC(NS(=O)(=O)c2ccc(C)c(Cl)c2)CC1	3	-26%	34	8%	-9	-26%	-18%	-27%	?
CCOC(=O)c1c(NC(=O)COc2ccc3ccc(=O)oc3c2)sc(C(=O)N(C)C)c1C	12	14%	-8	2%	3	7%	3%	-2%	-5%
Cc1nc(SCc2nc3ccc(C(F)(F)F)cc3[nH]2)c2oc3ccccc3c2n1	nt	nt	nt	-2%	nt	nt	16µM*	6%	-10%
CCOc1cc(Br)c(C(C)NC(=O)c2cccnc2)cc1OCC (centres undefined)	35	-4%	34	3%	3	-9%	-22%	-9%	-10%
O=C(COC(=O)CN=C1NS(=O)(=O)c2ccccc21)Nc1ccccc1OC(F)F	-8	1%	11	1%	-9	20%	0%	6%	3%
Cc1ccc2nc(-c3ccc(-c4ccccn4)s3)cn2c1	-21	-4%	-19	5%	-14	-7%	6%	0%	0%
Cn1nnnc1SCCNCc1ccc(OCc2ccc(Cl)cc2)cc1	nt	nt	nt	0%	-16	nt	-28%	nt	?
Cc1cccc(N2CCN(C(=O)c3nn(C)c4c3CS(=O)(=O)c3ccccc3-4)CC2)c1C	17	-1%	-6	1%	3&7	-16%	?	?	?
C/C(CCC(C)C)=N\NC(=O)COc1ccccc1-c1ccccc1	-4	?	9	17%	-2	?	?	?	5%
COc1cc(C(=O)NCc2ccco2)cc(OC)c1OC	-4	-9%	18	-9%	-3	3%	13%	-22%	9%
CCOC(=O)/C(=N\Nc1ccccc1Cl)N1CCN(c2ccccc2OC)CC1	43	9%	-8	0%	-16	8%	-12%	0%	-10%
CCCOc1c(OC)cc(Cl)cc1C1NC(=O)NC(C)=C1C(=O)NCc1ccccc1 (centres undefined)	-16	10%	8	-8%	11	25%	-22%	2%	?
CN(C)c1nnnn1Cc1ccc(Cl)cc1Cl	13	16%	-13	11%	-1	3%	15%	-9%	-18%
CN(Cc1ccccc1Cl)C(=O)C1CCC(=O)N(CCc2cccc(F)c2)C1 (centres undefined)	-19	5%	-5	13%	3	4%	nt	2%	nt
C=CCn1c(NC(C)c2cc(Cl)ccc2O)nc2ccccc21 (centres undefined)	24	?	-15	-6%	1	-30%	6%	-4%	0%
S=C1NCN(Cc2ccco2)CN1c1cccc2ccccc12	-17	2%	10	-3%	-6	4%	-4%	6%	16%
CCCCN=C(C)C1=C(O)CSC1=O	5	11%	-11	-2%	3	2%	-2%	1%	-8%
CCCCCCCCN1C(=O)[C@H](CC(=O)N2CCN(C(=O)OCC)CC2)C[C@@]2(C(=O)OC)CC(C)(C)CC=C12	-24	?	-28	nt	-12	?	-12%	nt	-25%
Cc1cc(C)cc(-c2nc(-c3ccncc3)no2)c1	16	23%	1	4%	2	18%	-7%	-16%	1%
CCCCn1c(N)c(N(CC)C(=O)c2cc(C)cc(C)c2)c(=O)[nH]c1=O	-21	11%	-16	3%	-1	13%	?	-11%	?
Cc1ccc(SC(C)C(=O)NCc2cccnc2)cc1 (centres undefined)	15	6%	11	-11%	3	1%	5%	-3%	?
COc1ccc(C(=O)N(C)Cc2ccc(C)o2)cc1OC1CCN(C(C)=O)CC1	0	0%	-9	0%	2	17%	1%	4%	-7%

Record cards, as listed above. Values in the order: D3 antag | HT1080 IDH1KD tx | IL-1B inflam inh | GLP-1R agonist | D3 ag | HT1080-NT tox | KB-3-1 cytotox | SW480 rerep | KB-V1 MDR tox
CCCCn1c(N)c(N(CC)C(=O)c2cc(C)cc(C)c2)c(=O)[nH]c1=O in the list: -21 | 11% | -16 | 3% | -1 | 13% | ? | -11% | ?
S=C1NCN(Cc2ccco2)CN1c1cccc2ccccc12 in the list: -17 | 2% | 10 | -3% | -6 | 4% | -4% | 6% | 16%
COc1ccc(C(=O)N(C)Cc2ccc(C)o2)cc1OC1CCN(C(C)=O)CC1 in the list: 0 | 0% | -9 | 0% | 2 | 17% | 1% | 4% | -7%

Later entries:
SMILES	D3 antag	HT1080 IDH1KD tx	IL-1B inflam inh	GLP-1R agonist	D3 ag	HT1080-NT tox	KB-3-1 cytotox	SW480 rerep	KB-V1 MDR tox
Clc1ccc(Nc2c3c(nc4ncnn24)CCC3)cc1	10	-2%	0	8%	4	3%	-17%	-26%	7.3µM*
CCc1ccc(NC(=O)c2cc(S(=O)(=O)N3CCCC(C)C3)cn2C)cc1 (centres undefined)	nt	nt	nt	-1%	2	nt	0%	nt	-10%
CCn1nnc(NC(=O)c2ccco2)n1	-5	-1%	-9	-1%	0	6%	1%	-4%	1%
COc1ccc([C@H]2C[C@H](n3cc(COC(=O)c4ccccc4)nn3)[C@@H](O)CN2CC2CCCCC2)cc1	-20	13%	14	2%	1	9%	17%	nt	?
CC(=O)c1c(C)n(CC(=O)NCc2ccco2)c2ccccc12	18	-2%	25	0%	15	3%	-11%	-5%	?
Cc1ccc(C(=O)N2CCN(S(=O)(=O)c3ccc(Br)cc3)CC2)o1	15	3%	0	7%	-24	-3%	-3%	-16%	?
COc1ccc(/C=C/C(=O)NNc2cc(=O)n(C)c(=O)n2C)cc1OC	-11	7%	18	-4%	-1	-11%	2%	-20%	21%
Brc1cccc(CNCc2cccs2)c1	-10	-1%	-10	1%	-10	1%	-1%	0%	-25%
Cc1ccc(S(=O)(=O)N2CCOCC2)cc1C(=O)OCC(=O)NCCc1ccc(F)cc1	6	0%	-6	-7%	3	-7%	16%	?	-12%
CCOC(=O)CN(C(=O)CSc1nnc(-c2ccncc2)n1CCCOC)c1ccccc1	22	6%	-1	7%	8	8%	15%	-9%	3%
O=C(NC(=S)Nc1cc(-c2nc3ccccc3[nH]2)ccc1Cl)c1ccc2c(c1)OCO2	2	?	-22	-8%	3	-17%	18µM*	5.8µM*	7.3µM*
O=C(COc1nsnc1N1CCOCC1)Nc1ccc(Br)cc1	-20	-21%	-10	16%	-14	-11%	-4%	-8%	-5%
COc1ccc(/C=N/n2cnnc2SCc2ccccc2)cc1	0	-12%	-20	13%	-8	-17%	-3%	-2%	0%
COc1cc(C(=O)Nc2ccc3c(c2)C(=O)N(CCC(=O)O)C3=O)cc(OC)c1OC	0	6%	15	4%	-1	11%	-9%	-5%	27%
C/C(CC(C)C)=N\NC(=O)Nc1ccccc1	3	0%	15	-5%	-3	1%	26%	-4%	-9%
O=c1[nH]c(CSc2nnc(COc3ccccc3)n2-c2ccccc2)nc2ccccc12	-4	?	-4	6%	-5	?	3%	0%	-12%
COc1ccccc1NC(=O)Nc1nc(CC(=O)Nc2ccccc2F)cs1	-1	3%	-1	-1%	2	4%	6%	?	0%
COc1ccc(N2CCN(C(=O)c3ccc(COc4ccc([N+](=O)[O-])cc4)o3)CC2)cc1	79	-14%	-27	22%	15	-2%	nt	18%	nt
O=C1Nc2cc(Cl)c(Cl)cc2N(O)N1c1ccccc1Cl	6	7%	29	-1%	0	-6%	6%	1%	0%
Cc1ccc2c(N)c(C)ccc2c1	-6	1%	9	19%	-8	-2%	-1%	-4%	?
N/C(=N\OC(=O)c1ccc(Cl)cc1[N+](=O)[O-])c1cccnc1	-13	-10%	1	18%	8	-12%	2%	-3%	-3%
CC(O)(c1cccs1)C(C(=O)O)c1ccccc1 (centres undefined)	0	1%	-7	0%	-7	-3%	5%	-1%	-22%
Cc1onc(-c2ccccc2Cl)c1C(=O)N1CCN(c2cccc(Cl)c2)CC1	?	2.1µM*	71	3%	-6	2.6µM*	2.3µM*	7.3µM*	1.3µM*
O=C(CCCCl)NC(=S)Nc1ccc(CN2CCOCC2)cc1	-21	-3%	nt	7%	-19	-2%	5%	36%	-6%
CC(C)(C)c1nnc(NC(=O)c2cccnc2Cl)s1	12	7%	9	-5%	8	2%	3%	1%	6%
N#Cc1ccsc1NC(=O)COC(=O)c1ccc2ccccc2c1	15	-12%	6	0%	0	-14%	4%	-2%	14%
O=S1(=O)CCC(n2nccc2-c2ccccc2)C1 (centres undefined)	3	5%	16	1%	8	12%	15%	2%	10%
Cc1cccc(C(=O)Nc2nnc(S(=O)(=O)N(C)Cc3ccco3)s2)c1	-2	-1%	-3	-5%	1&-12	-15%	-1%	12%	-8%
COc1ccccc1CNC(=O)[C@H](C)NC(=O)C1CCN(C(=O)[C@@H](N)CCSC)CC1	0	-2%	42	-1%	-16	0%	0%	5%	-9%
COC(=O)c1ccccc1NC(=O)/C=C/c1ccco1	0	-1%	32	3%	0	-2%	-19%	1%	-1%
C=CCOC(=O)C1=C[C@H](c2ccc(Br)cc2)C[C@H](OCc2ccc(CO)cc2)O1	-12	1%	37	7%	1	2%	0%	-31%[inhibitor]	8%
O=C1NC(c2cccc3ccccc23)Nc2ccccc21 (centres undefined)	-24	0.73µM*	39	?	-4	1.3µM*	0.41µM*	?	0.65µM*
O=C(C1CC1)N1CCc2cc(Br)c(S(=O)(=O)N3CCCCCC3)cc21	3	-2%	12	20%	-7	-19%	11%	15%	-5%
CCSc1nnc(NC(=O)c2ccco2)s1	?	0%	-10	-22%	-1	6%	-8%	2%	0%
CCOC(=O)C1(Cc2cccc(OC)c2)CCCN(Cc2c(C)nn(C(C)C)c2C)C1 (centres undefined)	-8	3%	5	-5%	-5	-5%	-7%	0%	?
C1CCC2=NCCCN2CC1	4	3%	44	-6%	-2	0%	2%	-5%	-13%
O=C(c1ccco1)N1CCN(Cc2cc(=O)c(OCc3cccc(Cl)c3)co2)CC1	5	-4%	-10	2%	11	-1%	-12%	45%	-21%
Cc1cccc(OCC(=O)NNC(=O)Cn2c(=O)cnc3ccccc32)c1	4	8%	21	3%	2	-1%	-4%	-4%	4%
